# Screens from PubChem.
# pCIP destab: p/CIP protein destabilization; decrease of EGFP signal, % at 10 µM; 290,000 tested, 0.01% active; Q05BA5; F442A p/CIP-EGFP cells, EGFP fluorescence, 16 h;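 active means EGFP signal decrease of at least 30% at 10 µM or well 3 SD below plate mean, unless failing retest; inactive means the rest, including hits failing retest or dose response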; further: some compounds called inactive have numbers as strong as hits; many of its hits are not listed in these tables
# IDE act: IDE (human) activation, cell-based; P14735; 340,000 tested, 0.073% active; activation, % at 5.96 µM; HEK cells, FAbeta-B cleavage, fluorescence polarization; 0% vehicle, 100% cell-free pure enzyme wells;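 active means activation above the mean of all tested compounds plus 3 SD, set per screening campaign, cut at about 17% in these data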
# M4 PAM: CHRM4 positive allosteric modulation; AID 624126; 360,000 tested, 0.4% active; P08173; CHO-K1 hM4/Gqi5, Fluo-8 calcium fluorescence, ACh EC20; 0% = ACh EC20, 100% = maximal ACh; activation, % at 3 µM;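 active means activation above its plate's cutoff, the mean activation of sample wells plus 3 SD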; further: some results filed as inactive read as strong as hits
# Target sequence (P08173 whole entry, looked up): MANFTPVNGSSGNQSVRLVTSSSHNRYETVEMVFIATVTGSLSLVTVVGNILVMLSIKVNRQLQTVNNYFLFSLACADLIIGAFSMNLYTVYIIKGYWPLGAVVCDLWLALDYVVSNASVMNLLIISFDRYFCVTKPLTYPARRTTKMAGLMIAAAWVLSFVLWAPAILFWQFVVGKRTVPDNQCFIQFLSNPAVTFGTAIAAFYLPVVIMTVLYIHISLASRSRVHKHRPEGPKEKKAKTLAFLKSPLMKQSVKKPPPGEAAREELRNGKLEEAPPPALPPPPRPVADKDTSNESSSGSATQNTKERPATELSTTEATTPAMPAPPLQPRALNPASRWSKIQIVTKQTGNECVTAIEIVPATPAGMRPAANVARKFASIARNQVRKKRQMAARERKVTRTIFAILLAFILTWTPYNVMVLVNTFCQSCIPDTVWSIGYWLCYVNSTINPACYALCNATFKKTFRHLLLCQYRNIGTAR
# CRFR2-BP ag: agonists of human CRF-binding protein/CRF-R2 receptor complex. HEK293 CRF-R2/CRF-BP, calcium dye fluorescence (FLIPR); percent of saturating CRF peptide response. AID 588473. 350,000 tested, 0.46% active. activation, % at 13.2 µM;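 active means activation of at least 50%, plus an integration ratio under a set limit after plate pattern correction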;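 further: plate controls were neutral control wells without compound for no effect and CRF at EC100 for full effect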
# CRFR2-BP antag: blocks CRF-induced signaling of the CRF-BP/CRF-R2 complex | HEK293 CRF-R2/CRF-BP, CRF-induced calcium fluorescence | inhibition, % at 11.8 µM | 350,000 tested, 0.59% active | AID 588475;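 active means inhibition of the ligand-induced calcium signal above about 50% at the single tested concentration, limit read from the data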
# PHOSPHO1 block: PHOSPHO1 (human) inhibition; 290,000 tested, 1.1% active; AID 1565; inhibition, % at 13.3 µM; recombinant PHOSPHO1, absorbance phosphatase assay; in the data active means inhibition above about 60%
# Target sequence (Q8TCT1 whole entry, looked up): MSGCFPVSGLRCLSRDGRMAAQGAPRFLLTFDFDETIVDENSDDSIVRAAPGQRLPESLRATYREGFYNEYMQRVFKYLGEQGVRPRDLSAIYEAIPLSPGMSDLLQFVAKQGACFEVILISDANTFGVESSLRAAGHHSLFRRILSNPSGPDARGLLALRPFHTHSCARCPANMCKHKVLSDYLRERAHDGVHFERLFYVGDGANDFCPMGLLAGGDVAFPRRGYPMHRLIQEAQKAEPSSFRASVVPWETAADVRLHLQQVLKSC
# IDE inh: inhibitors of human insulin-degrading enzyme in cells; 320,000 tested, 0.41% active; inhibition, % at 5.59 µM; HEK cells, FAbetaB cleavage, fluorescence polarization; AID 434962; P14735;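 active means percent inhibition above the average of all tested compounds plus 3 SD, set per screening campaign, cut at about 16% in these data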;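 further: IDE supplied by intact live HEK cells; FP after avidin binding of uncleaved biotin substrate so inhibition keeps polarization high; 0% = DMSO wells and 100% = 60 µM reference IDE inhibitor Ii1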
# GalR3 antagonist: blocks the human galanin receptor 3; HEK293 GalR3-CNG cAMP membrane potential fluorescence; galR3 body fused to GalR1 C-terminus; inhibition, % at 3 µM; 360,000 tested, 0.44% active; AID 651719;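 active means inhibition above the screen-wide average plus 3 SD, cut at about 13% in these data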;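 further: forskolin and galanin both at EC90 stimulate the cells; cAMP rise reported by CNG channel membrane potential dye signal; 0% = forskolin plus galanin with DMSO and 100% = forskolin alone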
# Target sequence (O60755 1-299 limits assumed): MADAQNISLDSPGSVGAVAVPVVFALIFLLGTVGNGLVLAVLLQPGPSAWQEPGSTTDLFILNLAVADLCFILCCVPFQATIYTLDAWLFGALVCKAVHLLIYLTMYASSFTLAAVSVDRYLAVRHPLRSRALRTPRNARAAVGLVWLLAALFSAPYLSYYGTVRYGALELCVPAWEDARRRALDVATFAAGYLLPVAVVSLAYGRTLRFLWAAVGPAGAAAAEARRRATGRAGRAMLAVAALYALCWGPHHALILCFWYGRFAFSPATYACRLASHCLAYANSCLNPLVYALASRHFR
# MEKK3 PB1 HTS: MEKK3-MEK5 PB1 interaction, increase or decrease; 290,000 tested, 1.4% active; bead-based flow cytometry, Alexa488-MEK5 binding to MEKK3; actives lie on both sides; 0 = blocked by unlabeled MEK5, 100 = vehicle; binding response (% of control), % at 10 µM;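 active means binding response more than 3 SD above or below the average of its plate-row segment, actives on both sides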;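 further: Alexa488 bead fluorescence after subtracting the streptavidin-only scavenger bead signal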
# * marks the source's active call; other numbers are inactive results; . = no result given.
SMILES,pCIP destab,IDE act,M4 PAM,CRFR2-BP ag,CRFR2-BP antag,PHOSPHO1 block,IDE inh,GalR3 antagonist,MEKK3 PB1 HTS
O=[N+]([O-])c1ncn(Cc2c(Cl)cccc2Cl)n1,-5.2,-0.6,-0.5,-3.9,31.8,-17.4,.,1.0,97.0
CC(=O)NC(c1ccc(C(C)C)cc1)c1c(O)ccc2ccccc12 (configuration not stated),.,.,-2.7,-1.4,-23.7,.,-1.5,-4.7,.
COc1ccc(C2N(c3ccc(OC)cc3)C(=S)N3CCCN23)cc1 (configuration not stated),-1.2,-1.1,2.0,-1.2,19.1,4.5,4.1,-3.7,114.0
COc1cccc(CNC(=O)Cc2ccc(S(=O)(=O)N3CCOCC3)s2)c1,.,0.1,4.0,-1.2,5.4,.,0.0,-2.1,.
O=C(CC1(O)C(=O)Nc2ccccc21)c1cccc(-n2cccc2)c1 (configuration not stated),-4.4,6.3,6.3,-1.7,-19.4,15.3,-1.5,-4.6,75.0
CCOC(=O)c1c(NC(=O)Cn2cnc3scc(-c4ccc(C)cc4)c3c2=O)sc(C)c1C,-10.6,6.5,8.9,1.3,12.1,-16.0,-0.8,-8.2,95.0
COC(=O)c1ccc(CSc2cc(C)c3cccc(C)c3n2)o1,-4.6,4.2,-1.9,0.9,5.6,-13.0,-16.0,-1.8,99.0
Cc1noc(C)c1COc1ccc(C(=O)OCC(=O)N2CC3(C)CC2CC(C)(C)C3)cc1 (configuration not stated),-7.1,-0.6,-10.2,5.3,-5.5,-32.1,0.2,0.0,94.0
CCc1nnc(NC(=O)c2cc(S(=O)(=O)N3CCN(c4ccccc4)CC3)ccc2Cl)s1,-22.6,2.5,-0.3,3.1,-0.3,9.1,9.1,-0.8,106.0
Oc1ccc(-c2nccc(-c3ccc(F)cc3)n2)cc1,-3.3,3.6,13.2,-7.0,-16.3,2.5,1.9,-8.5,104.0
COC(=O)C1=C(C)N(Cc2cccnc2)C(=O)C1,0.6,0.2,1.4,0.8,-2.5,-0.8,6.4,-3.9,101.0
CC(OC(=O)c1cccs1)C(=O)NC1CC1 (configuration not stated),0.0,2.3,7.3,-1.2,1.1,6.3,-7.2,-8.7,99.0
CCN(CC)S(=O)(=O)c1ccc(-c2nnc(SCC(=O)c3ccc(OC)cc3)o2)cc1,-1.0,-2.8,13.7,13.0,-15.2,32.3,6.2,7.4,101.0
Cc1cc(C)n(CCNCc2c(C(=O)N3C[C@@H](C)O[C@@H](C)C3)nc3ccc(Cl)cn23)n1,-18.3,4.5,-3.8,-0.8,-3.3,43.6,-2.5,7.5,97.0
Cc1ccnc(NC(=O)/C=C/c2ccccc2Cl)c1,-10.4,0.9,-0.6,3.3,-20.8,-4.6,-5.6,-13.1,102.0
COc1ccc(CN2CCN(C(=O)c3cccc4ccccc34)CC2)c(OC)c1OC,-2.1,2.6,-2.3,-0.8,10.7,44.7,1.6,-6.6,102.0
O=S(=O)(NN=C(c1ccccc1)c1ccccc1)c1ccccc1,.,.,9.9,-1.6,5.4,.,.,-4.5,.
O=C(O)CSc1nnc(CNc2ccc(F)cc2)n1-c1ccccc1,6.6,-5.8,11.9,-0.6,11.8,12.9,0.1,-3.3,100.0
N#Cc1c(N)sc2c1CCN(CCc1ccccc1)C2,-5.8,-3.6,-1.6,7.7,-8.3,1.5,9.7,-4.0,100.0
O=C(c1cc2cc(Cl)ccc2oc1=O)N1CCN(c2ccccn2)CC1,9.0,-1.6,-0.1,-0.3,12.9,13.9,1.8,-6.8,105.0
CCC1(CC)Cc2ccccc2C(N)=C1C#N,-14.3,1.7,4.0,0.9,-7.6,-5.8,1.4,-1.4,97.0
COc1ccccc1CCC(=O)NNC(=O)c1ccncc1,.,4.4,9.2,-0.1,18.0,.,5.0,1.5,.
Cn1c(N)c(C(=O)COC(=O)Cc2c(F)cccc2Cl)c(=O)n(C)c1=O,.,1.5,2.7,-1.2,2.2,.,7.4,-1.5,.
CN(Cc1cccc(F)c1)C(=O)CSc1nnc(C2CC2)n1C1CC1,.,2.8,16.2,0.7,4.4,.,.,-6.0,.
Cc1ccc(C)c(NC(=O)CCC(=O)NNC(=O)c2cccs2)c1,3.8,3.0,-4.8,4.7,-12.4,8.7,1.5,-6.4,97.0
CC(C)c1cc(N=O)cc(C(C)C)c1O,.,5.6,1.1,-8.2,40.6,.,.,-5.7,.
CCN(CC)S(=O)(=O)c1cccc(C(=O)NCCCN2CCOCC2)c1,-0.7,-4.7,3.6,-1.8,14.0,-12.9,1.1,-11.8,90.0
O=C(C1=C[C@H](c2ccc(C(F)(F)F)cc2)C[C@H](OCc2ccc(CO)cc2)O1)N1CCN(Cc2ccccc2)CC1,-19.0,-1.9,0.8,3.5,17.4,9.3,-1.0,-8.4,105.0
COc1ccc(N2CCN(CCNC(=O)CCCn3c(=O)[nH]c4cc(Cl)ccc4c3=O)CC2)cc1,-0.4,1.6,1.6,-1.2,12.2,7.0,-0.3,-0.7,112.0
O=C1CC(SC(=NCc2ccc3c(c2)OCO3)Nc2ccccc2)C(=O)N1c1ccccc1 (configuration not stated),1.0,3.0,24.5*,3.2,4.6,11.8,3.0,-2.1,104.0
O=C(c1ccccc1-c1nc(-c2ccc(Cl)cc2)no1)N1CCCC1,3.7,-7.0,-5.8,-0.2,0.6,20.3,5.1,-3.5,90.0
O=C(NC1CCCC1)C1CCCN1C(=O)Nc1ccccc1Cl (configuration not stated),-11.8,0.1,7.5,-1.4,6.8,-2.7,1.1,-5.4,.
COc1ccc(-n2c(Cc3cccn3C)nnc2SCC(=O)N2CCOCC2)cc1,-11.2,-3.6,7.4,1.3,1.3,-0.6,0.8,3.8,84.0
COc1cccc(Nc2nc(NCCO)nc(N3CCCC3)n2)c1,.,-4.6,2.6,-1.3,15.2,.,3.5,-3.0,107.0
Cc1ccccc1OCC(=O)OCC(=O)NCc1ccccc1Cl,.,2.8,7.1,-1.2,6.7,.,-0.8,-2.7,.
CCOC(=O)c1cc(-c2ccccc2)nc2nc(N(CC)CC)sc12,-5.1,4.5,-5.3,0.2,-2.4,8.7,6.4,1.8,98.0
Cc1ccc(C(=O)C(OC(=O)c2cnccn2)c2ccccc2)cc1C (configuration not stated),-19.9,5.6,-3.9,-1.7,-8.1,2.6,8.6,2.1,106.0
Cc1ccc([N+](=O)[O-])c2c1C(N1CCCC1)C(C)(C)O2 (configuration not stated),-5.8,-3.4,4.4,-0.8,18.5,23.6,2.0,-3.7,109.0
COc1ccc2nc(NC3=NCCC3)sc2c1,-1.0,1.6,2.6,-1.8,4.7,16.2,-0.5,-3.4,90.0
COCCCNC(=S)N1CCN(c2nc(-c3ccc(F)cc3)cs2)CC1,-2.8,-17.2,-11.3,-2.8,13.3,-13.0,11.6,-9.9,103.0
O=C(CCN1CCOCC1)NNC(=O)Nc1cccc(Cl)c1,-25.2,3.2,5.9,0.8,-6.0,46.6,.,-2.2,97.0
c1coc(-c2nc3c([nH]2)CCc2nonc2-3)c1,-15.3,3.7,9.9,0.5,9.9,44.6,-0.3,2.7,98.0
CCOC(=O)Cc1nnc(NC(=O)C(CC)Sc2nncn2C)s1 (configuration not stated),-0.6,7.0,1.1,-0.5,18.4,2.0,3.5,4.6,109.0
CCn1c(=O)n(CC)c2cc(N3CCCC3)c(NC(=O)c3ccc(C)c([N+](=O)[O-])c3)cc21,-1.4,5.2,-2.8,-0.9,18.8,2.8,2.1,6.2,103.0
O=c1c2oc3ccccc3c2[nH]c(=S)n1-c1ccc(F)cc1,11.0,-0.7,9.4,0.0,0.3,10.4,-1.8,-2.1,98.0
Cc1ccc(C(=O)C(OC(=O)CNC(=O)c2ccc(Cl)cc2)c2ccccc2)cc1 (configuration not stated),-10.3,3.0,9.7,0.0,2.4,-80.6,17.4*,-5.8,105.0
CCOC(=O)C1CCN(c2c(N3CCCC(C(=O)OCC)C3)c(=O)c2=O)CC1 (configuration not stated),-0.8,4.0,-4.0,-0.1,4.7,-3.4,0.4,4.2,113.0
COc1ccc(NS(=O)(=O)c2cccc(C(=O)N/N=C(/C)c3ccc(-n4ccnc4)cc3)c2)cc1,.,3.7,0.7,-3.2,8.9,.,.,-4.3,.
O=C(OCCOc1ccc(F)cc1)c1ccc(S(=O)(=O)N2CCCC2)cc1,.,1.7,-7.6,3.8,-9.2,.,3.8,-0.5,.
O=C(NCCCN1CCOCC1)C1CC(=O)N(c2ccccc2)C1 (configuration not stated),1.0,5.4,1.7,0.2,7.4,8.7,-0.1,-9.2,100.0
O=C(NC1CC1)C1CCN(Cc2cnn(-c3ccccc3)c2-n2cccc2)CC1,-5.8,-0.7,9.7,-0.4,-12.6,-13.1,0.2,-4.8,91.0
CN(C(=O)c1cccc(NC(=O)Cc2ccc(NC(=O)C3CCN(C(=O)C4CCCCC4)CC3)cc2)c1)C1CCC1,.,-0.4,-1.1,-1.2,4.3,.,.,-1.4,.
Cc1ccc(Cn2ccsc2=NC(=O)COC(=O)C(C)C)cc1,-17.3,-0.7,-1.4,0.9,15.3,30.1,2.6,-2.0,100.0
Cc1cccc(NC(=O)C(C)N2C(=O)c3ccccc3S2(=O)=O)n1 (configuration not stated),.,1.8,-5.0,0.3,-14.0,.,0.1,-2.9,.
Cc1ccc(C2CC(C(F)(F)F)n3nc(C(=O)NCc4ccco4)cc3N2)cc1 (configuration not stated),-9.6,-0.9,10.3,0.4,-18.1,-20.8,8.7,-3.9,101.0
O=C(NNc1cc(N2CCOCC2)nc(N2CCOCC2)n1)c1ccc(Cl)cc1Cl,-5.8,4.0,-8.2,-1.9,1.5,4.1,-0.7,2.8,104.0
COc1ccc(S(=O)(=O)N2CCCCC2)cc1NC(=O)C1CC1,.,4.9,2.9,0.5,-2.4,.,-5.6,-6.7,.
O=C(CSc1n[nH]c(=O)n1-c1cccnc1)N1CCOCC1,-4.3,.,3.1,0.0,1.1,15.9,-3.6,-6.2,96.0
C=CCC(Nc1ccccc1)c1cccc(OC)c1OC (configuration not stated),-6.4,.,-8.8,0.5,-1.1,28.3,2.2,-1.5,103.0
O=C(COC(=O)c1ccc(F)cc1)Nc1ccccc1N1CCOCC1,4.0,-0.1,-6.3,0.1,-5.1,-5.6,9.3,-0.7,123.0
CCOC(=O)c1sc(-c2ccccc2)cc1N,-15.4,2.5,0.9,-0.3,-7.2,7.1,-1.6,-4.0,102.0
CCn1c(SCC(=O)Nc2cc(OC)ccc2OC)nnc1C1CCCCC1,-7.4,3.6,3.9,-2.0,-13.2,-16.3,4.1,-1.3,104.0

# A draw from above in order of length of the SMILES, lowest first:
SMILES,pCIP destab,IDE act,M4 PAM,CRFR2-BP ag,CRFR2-BP antag,PHOSPHO1 block,IDE inh,GalR3 antagonist,MEKK3 PB1 HTS
O=C(NCCCN1CCOCC1)C1CC(=O)N(c2ccccc2)C1 (configuration not stated),1.0,5.4,1.7,0.2,7.4,8.7,-0.1,-9.2,100.0
CCn1c(SCC(=O)Nc2cc(OC)ccc2OC)nnc1C1CCCCC1,-7.4,3.6,3.9,-2.0,-13.2,-16.3,4.1,-1.3,104.0
O=C(OCCOc1ccc(F)cc1)c1ccc(S(=O)(=O)N2CCCC2)cc1,.,1.7,-7.6,3.8,-9.2,.,3.8,-0.5,.
Cc1ccc(C2CC(C(F)(F)F)n3nc(C(=O)NCc4ccco4)cc3N2)cc1 (configuration not stated),-9.6,-0.9,10.3,0.4,-18.1,-20.8,8.7,-3.9,101.0
COc1ccc(NS(=O)(=O)c2cccc(C(=O)N/N=C(/C)c3ccc(-n4ccnc4)cc3)c2)cc1,.,3.7,0.7,-3.2,8.9,.,.,-4.3,.

# Rows are unselected (roughly 4.2% active in at least one column).
